# S2 tox = reduces viability in counter-screen for ATXN expression inhibitors; S2 cells (HEK-293 line with an ATXN2-luciferase reporter) viability, CellTiter-Fluor protease fluorescence, 24 h; Potency, µM (titrated, usually from 56.7 µM), most hits filed as cytotoxic; 400,000 tested, 0.49% active; note: nearly all actives have a fitted effect of over 40% in size
# ATXN2 expr inh = reduces ATXN2 reporter expression in HEK-293 cells; HEK-293 ATXN2-luciferase reporter, luminescence, 24 h; Potency, µM (doses to about 57 µM), for inactives: at the highest dose activity change, negative = inhibition, usual class: inhibitors; 360,000 tested, 0.72% active; AID 1745845; note: % is set by controls: 0 for no effect and ±100 for the full control effect; nearly all actives have a fitted effect of over 55% in size
#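 qHTS (up to 57 uM final) was run with 24 h compound exposure of reporter cells at 37 °C. Each well was multiplexed: SteadyGlo luminescence measured ATXN2-luciferase expression after a fluorogenic Gly-Phe-AFC viability readout (25 uM final).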
# TGFb inhibitor = inhibitors of TGF-b signaling; Potency, µM (doses to about 46.1 µM), for inactives: top-dose activity, negative = inhibition, most hits filed as inhibitors; 410,000 tested, 1.2% active; HepG2 CAGA-GFP TGF-b/SMAD3 reporter, GFP fluorescence, 18 h; TGF-beta stimulated, 500 pg/mL final; note: % is set by controls: 0 for no effect and ±100 for the full control effect; nearly all actives have a fitted effect of over 65% in size
#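 Using HEPG2 CAGA-GFP reporter cells at 1000 cells/well, we pinned test compounds, stimulated with recombinant TGF-beta (500 pg/mL final) and measured total well GFP after 18 h.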
# Nrf2 inh = Nrf2 pathway inhibition; 360,000 tested, 2.1% active; Potency, µM (highest dose often 46 µM), for the others: top-dose activity change, negative = inhibition, hits mostly inhibitors; A549 ARE-Fluc reporter, luciferase luminescence, 18-24 h; AID 504444; note: % is set by controls: 0 for no effect and ±100 for the full control effect; nearly all actives have a fitted effect of over 60% in size
#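 Cells were seeded and rested 2 h, then exposed to compounds for 18-24 h. CellTiter-Fluor was read first as a viability measure. BugLite was added 15 min before the final luminescent read of ARE-luciferase activity in A549 cells.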
# HepG2 viability = counter-screen for TGF-b inhibitors: cytotoxicity in HepG2 cells. HepG2 CAGA-GFP viability, ATP luminescence, 18 h. Potency, µM (doses to about 46.1 µM), for the others: at the highest dose activity change, negative = cytotoxicity, actives largely listed as cytotoxic. 410,000 tested, 0.76% active; note: some results filed as inactive show a strong effect at the top dose
#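 CellTiter-Glo luminescence gave cytotoxicity after 18 hours at 37 degrees C. The cells were HepG2 CAGA-GFP in 1% FBS DMEM, stimulated with 500 pg/mL TGF-beta after compound addition. %Activity was normalised to no-cell wells (complete cell-killing) and DMSO (no toxicity), and curves were fitted and classified.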
# Nrf2 ARE act = activators of Nrf2 (ARE) signaling | Potency, µM (top dose mostly 46.1 µM), inactives show at the top dose activation, actives largely listed as activators | 410,000 tested, 0.31% active | AREc32 ARE-luciferase reporter (MCF7-derived line), luminescence, 24 h | AID 624171; note: % of control where 0% means no effect; nearly all actives have a fitted effect of over 65% in size
#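 For detection, Steady-Glo was added and plates sat 30 min at RT; before that, AREc32_Fluc cells grown overnight in OPTI-MEM/5% FBS had been treated with 23 nL compound for 24 hr at 37 deg C.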
# EPAC2 antag = antagonists of human EPAC2 | Q8WZA2 | EPAC2 GEF exchange of Rap1B-BODIPY-GDP, fluorescence | Potency, µM (titrated, usually from 114 µM), for inactives: at the highest dose activity, negative = inhibition, actives largely listed as inhibitors | 360,000 tested, 0.18% active | AID 720708; note: % is set by controls: 0 for no effect and ±100 for the full control effect; nearly all actives have a fitted effect of over 45% in size; many of its hits are not listed in these tables
# Target sequence (Q8WZA2 whole entry, looked up): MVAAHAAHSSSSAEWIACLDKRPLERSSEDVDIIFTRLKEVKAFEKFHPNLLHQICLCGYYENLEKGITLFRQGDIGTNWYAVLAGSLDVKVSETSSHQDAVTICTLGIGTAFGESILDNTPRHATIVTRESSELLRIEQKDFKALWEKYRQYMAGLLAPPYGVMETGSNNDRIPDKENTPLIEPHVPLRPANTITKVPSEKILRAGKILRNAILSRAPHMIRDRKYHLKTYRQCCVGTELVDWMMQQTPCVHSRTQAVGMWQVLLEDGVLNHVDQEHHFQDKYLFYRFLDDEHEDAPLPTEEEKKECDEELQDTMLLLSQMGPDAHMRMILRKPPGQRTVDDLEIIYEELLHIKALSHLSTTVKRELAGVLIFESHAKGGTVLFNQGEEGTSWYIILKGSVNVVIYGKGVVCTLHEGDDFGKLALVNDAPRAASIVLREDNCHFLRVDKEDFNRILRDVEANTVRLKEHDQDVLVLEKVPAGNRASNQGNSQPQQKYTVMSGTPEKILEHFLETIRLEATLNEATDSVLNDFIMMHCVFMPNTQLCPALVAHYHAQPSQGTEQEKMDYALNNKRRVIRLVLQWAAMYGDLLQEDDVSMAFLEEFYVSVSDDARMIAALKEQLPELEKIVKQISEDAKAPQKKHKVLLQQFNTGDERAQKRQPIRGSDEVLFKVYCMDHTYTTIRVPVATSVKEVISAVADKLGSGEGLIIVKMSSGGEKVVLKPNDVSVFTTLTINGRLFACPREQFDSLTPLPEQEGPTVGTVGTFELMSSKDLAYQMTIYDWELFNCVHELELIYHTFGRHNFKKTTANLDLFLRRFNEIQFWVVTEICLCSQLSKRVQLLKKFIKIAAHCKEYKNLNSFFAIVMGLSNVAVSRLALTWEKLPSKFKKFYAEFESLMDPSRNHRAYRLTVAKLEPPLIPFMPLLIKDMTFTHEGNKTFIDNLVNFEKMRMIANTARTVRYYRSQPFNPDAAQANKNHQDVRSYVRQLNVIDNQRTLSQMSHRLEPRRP
# A549 viability = A549 cytotoxicity, counter-screen for Nrf2 inhibitors; A549 ARE-Fluc cells, CellTiter-Fluor viability, 18-24 h; Potency, µM (series often up to 46 µM), inactives show at the top dose activity change, negative = cytotoxicity, most hits filed as inhibitors; 390,000 tested, 0.16% active; AID 504648; note: % is set by controls: 0 for no effect and ±100 for the full control effect
#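 A549 ARE_Fluc cells in 5% FBS OPTI-MEM were exposed to compounds in concentration-response for 18-24 h at 37 deg C. Viability was read by CellTiter-Fluor fluorescence (Ex 405/Em 525) after 30 min, before the luciferase read.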
# MCF10A rerep = induces DNA re-replication in MCF 10a normal breast cells. Potency, µM (doses to about 46.1 µM), for the others: at the highest dose activity, positive = re-replication, actives largely listed as activators. 350,000 tested, 2.9% active. MCF 10A DNA re-replication, Hoechst nuclear intensity, 48 h; note: % of control where 0% means no effect; nearly all actives have a fitted effect of over 50% in size
# Starred values were filed as active, the others as inactive; i = inactive; ? = inconclusive; / = no result given; & = joins results of further samples; ! = not confirmed by another sample; [ ] = another dose, or the depositor's remark. Calls come from the whole dose curve; as a rule, active = well fitted curve in the direction sought with a large enough effect; inconclusive = small, poorly fitted or top-dose-only effect, or another doubt; inactive = no such curve, though single readings can be large; an effect the other way counts as inactive or inconclusive. Potency is the fitted concentration of half-maximal effect.
# The line under a structure holds: S2 tox	ATXN2 expr inh	TGFb inhibitor	Nrf2 inh	HepG2 viability	Nrf2 ARE act	EPAC2 antag	A549 viability	MCF10A rerep
- O=C(NCCc1cccs1)c1ccc(Cl)cc1
 : i	-9%	16%	?	-12%	-1.5%	-9%	1%	-1%
- CCC(C)(C)NC(=O)C(c1cccc(OC)c1OC)N(CCOC)C(=O)CCC(=O)Nc1cc(C)on1 (configuration not stated)
 : i	-7%	-7%	4%	-10%	-0.6%	1%	-8%	-15%
- C=CCn1c(SCC(=O)Nc2ccccc2OC)nnc1-c1ccccn1
 : i	-19%	-9%	?	2%	-0.6%	-9%	/	?
- CCc1ccc2c(c1)c(N=NC1=NC(=O)CS1)c(O)n2C
 : i	-14%	-3%	-30%	0%	-0.1%	?	-29%	?
- Cc1cccc(Cc2c(C)nc3nc(SCc4cccc(F)c4)nn3c2C)c1
 : i	-3%	?	/	-8%	-0.2%	/	-1%	/
- O=C(CSc1ncn[nH]1)Nc1cccc2ccccc12
 : i	-11%	-5%	-2%	-19%	0.3%	-3%	2%	10%
- C1=C(CCNCC2CC2)CCCC1
 : i	-1%	-1%	11%	-14%	-0.2%	6%	1%	3%
- CCOC(=O)/C(C#N)=N\Nc1cc(Cl)ccc1OC
 : i	/	-6%	-20%	0%	2.5%	47%[activator]	0%	?
- Cc1ccc(S(=O)(=O)NC(=O)N2CCCC2)cc1
 : i	10%	-8%	3%	7%	0.2%	-3%	-2%	-2%
- CCn1c(-c2cc(Br)ccc2O)n[nH]c1=S
 : i	-3%	-4%	6%	0%	-0.5%	3%	-17%	-46%[inhibitor]
- Clc1ccc(OCc2nc3ccccc3n2Cc2ccccc2)c(Cl)c1
 : ?	5%	?	-6%	-45%	8.6%	/	0%	/
- N#CCc1nc2ccccc2c(=O)[nH]1
 : i	?	-1%	0%	-37%	9.8%	13%	5%	13%
- c1ccc(OCCCc2nc(-c3ccncc3)no2)cc1
 : i	-8%	-6%	?	-13%	-0.6%	-2%	0%	-6%
- COc1ccc(S(=O)(=O)NC(N)=NCCc2ccccc2OC)cc1
 : i	17%	4%	4%	3%	0.3%	-1%	2%	0%
- NC(=O)c1cc([N+](=O)[O-])ccc1NCc1cccc2ccccc12
 : i	10%	23%	2%	-2%	-0.3%	2%	-21%	?

# A run of entries taken from the entries so far, as a working copy:
# The line under a structure holds: S2 tox	ATXN2 expr inh	TGFb inhibitor	Nrf2 inh	HepG2 viability	Nrf2 ARE act	EPAC2 antag	A549 viability	MCF10A rerep
- CCn1c(-c2cc(Br)ccc2O)n[nH]c1=S
 : i	-3%	-4%	6%	0%	-0.5%	3%	-17%	-46%[inhibitor]
- Clc1ccc(OCc2nc3ccccc3n2Cc2ccccc2)c(Cl)c1
 : ?	5%	?	-6%	-45%	8.6%	/	0%	/
- N#CCc1nc2ccccc2c(=O)[nH]1
 : i	?	-1%	0%	-37%	9.8%	13%	5%	13%
- c1ccc(OCCCc2nc(-c3ccncc3)no2)cc1
 : i	-8%	-6%	?	-13%	-0.6%	-2%	0%	-6%

# (further entries)
# The line under a structure holds: S2 tox	ATXN2 expr inh	TGFb inhibitor	Nrf2 inh	HepG2 viability	Nrf2 ARE act	EPAC2 antag	A549 viability	MCF10A rerep
- CC(C)CN1C(=O)c2ccc(NC(=O)c3ccccc3F)cc2C1=O
 : ?	-31%	29%	14%	-7%	0.1%	-3%	-6%	-1%
- S=c1[nH]nc(Cc2noc3ccccc23)n1-c1ccccc1
 : i	-17%	0%	-13%	-2%	-0.7%	-22%	-1%	-4%
- COc1ccc(C(=O)Nc2ccc3nc(SCC(=O)N(C)c4ccccc4)sc3c2)cc1
 : ?	?	?	?	-9%	0.8%	/	?	/
- Cc1ccc(SCC(=O)OCn2nnc3ccccc3c2=O)cc1C
 : i	-13%	-6%	1%	-4%	2.5%	0%	2%	16%
- S=C(Nc1cccc(Cl)c1)N1CCOCC1
 : i	5%	-2%	4%	-1%	0.4%	-2%	-2%	3%
- CN(CCc1ccccc1)C1CCCN(S(=O)(=O)CC(F)(F)F)C1 (configuration not stated)
 : i	2%	-19%	-5%	-22%	12%	-3%	-1%	8%
- COc1c(C)cccc1C(=O)Nc1ccc(-c2nc3ccccc3s2)c(Cl)c1
 : i	13%	28%	26µM*	-2%	-0.2%	/	-23%	/
- COCc1cc(C)n(CC(=O)NCc2ccccc2)c(=O)c1C#N
 : i	1%	4%	19%	8%	-0.2%	4%	1%	1%
- O=S(=O)([N-]c1nc2ccccc2nc1-[n+]1ccccc1)c1ccc(Cl)cc1
 : i	6%	-8%	/	-51%	3.3%	9%	-16%	0%
- Cc1ccc2nc(N(CCCN(C)C)C(=O)c3ccc(Br)s3)sc2c1
 : 22µM*!	?	?	0%&-11%	13µM*!	0.2%&-1.0%	1%	16%&1%	0%
- COc1ccc(NC2=C(c3ccc(C(F)(F)F)cc3)C(=O)c3ccccc32)cc1
 : i	3%	28%	16%	10%	3.6%	/	-9%	/
- N/C(=N\OC(=O)CCCOc1ccccc1)c1ccc([N+](=O)[O-])cc1
 : i	3%	8%	7%	2%	-0.8%	-2%	4%	-5%
- Cc1cc(OCc2cc(C(=O)N3CCN(C)C(=O)[C@@H]3C)no2)cc(C)c1Cl
 : i	?	?	21µM*	-6%	0.5%	-22%	-10%	?
- CC(C)Oc1ccc(CNC(=O)CC(c2ccccc2)c2cc(Cl)ccc2O)cc1 (configuration not stated)
 : ?	?	?	?	16µM*	0.3%	-25%	?	?
- COc1cccc(-c2ocnc2C(=O)Nc2ccc(N3CCOCC3)cc2N2CCOCC2)c1
 : i	-2%	-3%	-14%	-1%	-1.1%	-16%	-2%	15%

# A second format for 3 compounds above.
Molecule,S2 tox,ATXN2 expr inh,TGFb inhibitor,Nrf2 inh,HepG2 viability,Nrf2 ARE act,EPAC2 antag,A549 viability,MCF10A rerep
CN(CCc1ccccc1)C1CCCN(S(=O)(=O)CC(F)(F)F)C1 (configuration not stated),i,2%,-19%,-5%,-22%,12%,-3%,-1%,8%
Cc1ccc2nc(N(CCCN(C)C)C(=O)c3ccc(Br)s3)sc2c1,22µM*!,?,?,0%&-11%,13µM*!,0.2%&-1.0%,1%,16%&1%,0%
CC(C)Oc1ccc(CNC(=O)CC(c2ccccc2)c2cc(Cl)ccc2O)cc1 (configuration not stated),?,?,?,?,16µM*,0.3%,-25%,?,?

# Next part.
# The line under a structure holds: S2 tox	ATXN2 expr inh	TGFb inhibitor	Nrf2 inh	HepG2 viability	Nrf2 ARE act	EPAC2 antag	A549 viability	MCF10A rerep
- c1ccc(-n2nnc3cnccc32)cc1
 : i	5%	3%	-1%	-10%	-0.8%	2%	3%	22%
- Cc1ccc(NC(=O)C2CCCN(S(=O)(=O)c3ccc(C)cc3)C2)cc1 (configuration not stated)
 : /	/	-19%	-4%	-6%	0.6%	/	-6%	/
- Cc1cc(C)c(OCC(=O)Nc2ccc(S(=O)(=O)N3CCCC3)cc2)c(C)c1
 : i	-21%	-1%	?	-6%	-0.2%	20%	?	?
- COc1ccccc1N(CC(=O)NC(C)(C)C)C(=O)C1CSC(=O)C1 (configuration not stated)
 : i	1%	?	-2%	-4%	-0.2%	6%	0%	-3%
- COc1cccc(Cn2c(SCC(=O)N3CCN(c4ccc(F)cc4)CC3)nc3ccccc32)c1
 : i	3%	-5%	?	-47%	0.6%	/	-8%	/
- COCCn1c(=S)[nH]c2sc3c(c2c1=O)CCCC3
 : ?	7%	4%	?	-20%	-0.3%	3%	-4%	14%
- COc1cccc(C(=O)NCC2(c3ccccc3)CCCC2)c1
 : i	-23%	10%	13%	-1%	0.4%	-14%	0%	12%
- CN(C)C(CNC(=O)C1CC(=O)N(c2cccc(C(F)(F)F)c2)C1)c1ccccc1 (configuration not stated)
 : i	/	-8%	/	-8%	-0.1%	-15%	/	/
- CCOc1ccc(C(C)=O)cc1COC(=O)c1cnc(Cl)c(Cl)c1
 : ?	-31%	-4%	-3%	4%	5.5%	11%	7%	?
- COc1ccc(NS(=O)(=O)c2cccc3nonc23)c(OC)c1
 : i	-2%	-30%	0%	0%	0.3%	-1%	-7%	-6%
- CC(NC(=O)OCc1ccccc1)C(=O)N1CC(O)CC1C(=O)O (configuration not stated)
 : i	-12%	9%	13%	-3%	3.9%	35%[activator]	9%	28%
- CN(C)C(=O)c1ccc(NC(=O)COC(=O)C2=COCCO2)cc1
 : i	5%	0%	-8%	0%	-0.9%	-1%	-2%	?
- O=C(O)COc1ccc(Br)cc1/C=C1/SC(=O)N(CC(=O)N2CCCC2)C1=O
 : i	-7%	5%	/	-70%	2.9%	-2%	-3%	17%
- COc1ccccc1C(=O)NC(=S)Nc1ccccc1N1CCCCC1
 : ?	60%[activator]	4%	?	-2%	12%	0%	1%	-8%
- COc1ccc(NC(=O)COC(=O)Cn2nnc3ccccc32)cc1
 : i	4%	-18%	3%	-48%	-0.7%	1%	11%	-8%

# The line under a structure holds: S2 tox	ATXN2 expr inh	TGFb inhibitor	Nrf2 inh	HepG2 viability	Nrf2 ARE act	EPAC2 antag	A549 viability	MCF10A rerep
- COc1cc(OC)cc(C(=O)NCC(=O)N2CCN(c3ccc(O)cc3)CC2)c1
 : i	?	-7%	?	-63%	0.2%	0%	1%	1%
- CCCn1c(=O)c(C(=O)OCC)c(O)c2cc(Br)ccc21
 : i	-9%	-15%	-3%	0%	-0.3%	4%	1%	-4%
- Cc1ccccc1S(=O)Cc1ccc(C(=O)NC2CCCCCC2)o1 (configuration not stated)
 : i	-15%	?	-2%	-14%	-0.1%	/	4%	/
- CC1CCCC(NC(=O)COC(=O)c2cc(S(=O)(=O)N3CCOCC3)ccc2F)C1C (configuration not stated)
 : i	/	37%[activator]	7%	31%	-0.4%	-3%	6%	-5%
- COc1cc2c(cc1OC)CN(CC(=O)Nc1ccc(F)cc1F)CC2
 : i	-18%	6%	-9%	7%	0.9%	5%	0%	3%
- COc1ccc(-c2c(-c3ccccc3OC)sc3ccccc23)cc1C=O
 : i	9%	?	?	-5%	?	?	7%	28%
- O=C(CCN1C(=O)c2ccccc2C1=O)Nc1ccc2c(c1)OCCO2
 : i	0%	9%	-20%	-22%	-0.4%	-8%	5%	2%
- Cc1ccc2c(c1)N(S(=O)(=O)c1ccc(F)cc1)C(C(C)(C)C)CO2 (configuration not stated)
 : i	-10%	-15%	-10%	-31%	-0.5%	-5%	2%	-1%

# A portion of the library; rates above refer to the full screens.
